CIT2-GFP yeast: modulators of CIT2-GFP expression in yeast, primary screen, S. cerevisiae, GFP fusion, multiplex flow cytometry, MLPCN library; S. cerevisiae CIT2-GFP strain, 3 h; 100 means same as DMSO wells; GFP response vs DMSO, % at 10 µM; 320,000 compounds, 0.065% hits;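 active means GFP response relative to DMSO above a set limit, near the screen mean plus 3 SD, cut at about 150% in these data; inconclusive means Fewer than 70 cells measured for a yeast strain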;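 further: ratio of well median GFP fluorescence to mean of DMSO wells on the plate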
AGP1 TOR yeast: modulators of AGP1-GFP expression in yeast TOR pathway, primary screen, cell-based, multiplex flow cytometry, S. cerevisiae, MLPCN library | 3 h; GFP as percent of DMSO wells | GFP response vs DMSO, % at 10 µM | 320,000 compounds, 0.02% hits;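 active means GFP response relative to DMSO above a set limit, near screen average plus 3 SD, cut at about 150% in these data; inconclusive means fewer than 70 cells counted for the yeast strain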;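 further: median GFP channel fluorescence of the gated AGP1 strain per well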
GRK2 aptamer HTS: compounds blocking aptamer binding on GRK2 – biochemical, human GRK2, bead flow cytometry, HTS, primary screen; Beta-adrenergic receptor kinase 1 (Homo sapiens), P25098; FAM-aptamer displacement from GRK2; inhibition of aptamer binding, % at 10 µM; 330,000 compounds, 0.59% hits;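 active means inhibition of aptamer binding above 40%, roughly 3 SD of noise, on plates passing a quality check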;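 further: median bead fluorescence of bound FAM aptamer so fluorescent compounds give negative values; no value below 0 was filed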
Target sequence (P25098 whole entry, looked up): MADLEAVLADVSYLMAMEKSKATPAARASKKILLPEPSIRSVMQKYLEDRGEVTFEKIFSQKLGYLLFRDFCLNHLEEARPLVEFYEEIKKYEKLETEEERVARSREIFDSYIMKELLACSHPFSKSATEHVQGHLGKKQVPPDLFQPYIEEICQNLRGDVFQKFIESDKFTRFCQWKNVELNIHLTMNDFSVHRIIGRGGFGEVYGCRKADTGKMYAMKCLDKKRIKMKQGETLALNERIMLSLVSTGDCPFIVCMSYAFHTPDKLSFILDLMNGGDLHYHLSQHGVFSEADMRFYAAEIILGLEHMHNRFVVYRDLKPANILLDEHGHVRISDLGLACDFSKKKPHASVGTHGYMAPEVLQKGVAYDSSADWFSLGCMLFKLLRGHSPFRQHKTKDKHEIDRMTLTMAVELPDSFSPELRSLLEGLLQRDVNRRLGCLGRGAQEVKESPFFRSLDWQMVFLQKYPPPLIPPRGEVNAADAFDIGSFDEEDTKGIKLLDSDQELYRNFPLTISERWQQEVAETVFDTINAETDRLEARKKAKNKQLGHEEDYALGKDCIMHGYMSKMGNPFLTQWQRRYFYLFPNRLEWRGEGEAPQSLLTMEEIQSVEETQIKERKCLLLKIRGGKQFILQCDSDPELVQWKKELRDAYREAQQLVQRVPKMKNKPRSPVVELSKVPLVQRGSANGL
GLD-1 TGE inh: GLD-1/TGE RNA complex disruptors, primary screen, biochemical, fluorescence polarization. inhibition, % at 5.96 µM. purified GLD-1 + fluorescein TGE RNA. 320,000 compounds, 0.44% hits. Female germline-specific tumor suppressor gld-1 (Caenorhabditis elegans), Q17339. AID 2280, 2010;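 active means percent inhibition above a per-plate cutoff, the plate mean of test compounds plus 3 SD, cut at about 30% in these data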;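 further: 0% = DMSO wells with GLD-1 and probe and 100% = wells lacking GLD-1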
Target sequence (Q17339 whole entry, looked up): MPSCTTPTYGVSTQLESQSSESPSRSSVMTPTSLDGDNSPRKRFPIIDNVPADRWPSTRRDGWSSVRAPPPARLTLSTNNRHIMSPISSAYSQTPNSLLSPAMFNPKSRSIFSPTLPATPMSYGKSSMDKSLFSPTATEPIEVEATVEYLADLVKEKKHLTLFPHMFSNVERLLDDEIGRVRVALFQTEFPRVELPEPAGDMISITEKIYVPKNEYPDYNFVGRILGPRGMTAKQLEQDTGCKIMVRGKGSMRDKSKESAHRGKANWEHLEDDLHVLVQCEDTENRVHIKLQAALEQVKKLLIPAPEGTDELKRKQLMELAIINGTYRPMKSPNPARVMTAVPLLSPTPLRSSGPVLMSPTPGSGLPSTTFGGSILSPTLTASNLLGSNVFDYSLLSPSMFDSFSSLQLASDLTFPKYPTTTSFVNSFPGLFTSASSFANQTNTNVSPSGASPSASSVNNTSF
Bcl-xL primary: inhibitors of human Bcl-xL, primary screen, biochemical, fluorescence polarization, HTS; GST-Bcl-xL / FITC-Bim BH3 peptide fluorescence polarization; Bcl-2-like protein 1 (Homo sapiens), Q07817; AID 2129, 2009; inhibition, % at 10.9 µM; 320,000 compounds, 0.7% hits;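 active means inhibition above the mean of all tested compounds plus 3 SD, cutoff set per campaign, cut at about 30% in these data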;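 further: 0% = DMSO wells and 100% = unlabeled Bim-BH3 peptide competitor; inhibitors lower millipolarization by displacing the labeled peptide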
VLA-4 inh: inhibition in human VLA-4 binding assay, primary screen, VLA-4 allosteric modulator project, MLPCN library, flow cytometry, VLA-4 expressing cells; inhibition, % (about 7 µM as worked out from the volumes in the protocol); 330,000 compounds, 0.2% hits; AID 2557, 2010; ligand binding flow cytometry; Integrin alpha-4 (Homo sapiens), P13612; in the data active means inhibition above about 50%
MCL1-BIM inh: inhibitors of MCL1 binding to BIM-BH3, primary screen, biochemical, fluorescence polarization; GST-MCL1 / FITC-Bim-BH3 fluorescence polarization; inhibition, % at 10.9 µM; 320,000 compounds, 0.68% hits; AID 2057, 2009;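 active means inhibition above the mean inhibition of all tested compounds plus 3 SD, set per campaign, cut at about 40% in these data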;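 further: 0% = DMSO wells and 100% = unlabeled Bim-BH3 peptide control; higher means more loss of mP so more displacement of Bim peptide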
Fam108B counter: mouse Fam108B serine hydrolase inhibitors, primary screen, counter-screen for RBBP9 inhibitor project, biochemical, fluorescence polarization; AID 1947, 2009; 300,000 compounds, 0.33% hits; recombinant Fam108B, FP-Rh probe fluorescence polarization; inhibition, % at 9.51 µM;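 active means inhibition above the screen mean inhibition plus 3 SD, computed separately per campaign, cut at about 18% in these data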;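 further: inhibitors lower polarization as less probe binds the enzyme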
MEX-5 binding: MEX-5 zinc finger RNA-binding disruptors – biochemical, C. elegans, fluorescence polarization, MLPCN library, primary screen | Zinc finger protein mex-5 (Caenorhabditis elegans), Q9XUB2 | MEX-5/FITC-TCR2 RNA binding; active compounds read low | activity score (negative = inhibition of binding), % at 10 µM | 300,000 compounds, 0.38% hits;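 active means inhibition past about -25% in most replicates, and total fluorescence under double the plate's negative control median, limit read from the data; inconclusive means replicates evenly split on the limit, or fluorescence at least double controls; inactive means too little inhibition in most replicates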;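 further: 0% = DMSO and -100% = 5 µM competing unlabeled TCR2 RNA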
* hit, by the source's call; ? = inconclusive; nt = no result given; [ ] = remark or other dose.

item	SMILES	CIT2-GFP yeast	AGP1 TOR yeast	GRK2 aptamer HTS	GLD-1 TGE inh	Bcl-xL primary
1	O=C(c1sccc1-c1ccccc1)N1CCN(S(=O)(=O)c2ccccc2F)CC1	105.1	104.1	0.0	4.2	0.5
2	O=C1CN(C(=O)COC(=O)/C=C/c2ccc(OC(F)F)cc2)c2ccccc2N1	91.8	93.6	1.0	0.3	-5.0
3	O=C(NC(c1ccc(Cl)cc1)c1cc(Cl)c2cccnc2c1O)c1cccnc1 (centres undefined)	107.5	104.6	7.0	12.1	13.7
4	Cc1ccc(C)c(NC2=NCC(=O)N2C2CCCCC2)c1	93.8	104.0	0.0	-2.0	4.3
5	CN(C)c1oc(COc2ccccc2F)nc1C#N	95.0	94.8	0.0	1.9	1.3
6	O=[N+]([O-])c1ccc2c(c1)ncn2CCc1ccccc1	101.6	101.4	1.0	nt	nt
7	COc1ccc(C(C(=O)NC2CCCC2)N(C(=O)c2csnn2)C2CC2)cc1 (centres undefined)	101.8	98.0	1.0	3.4	3.4
8	CCOC(=O)C1(Cc2ccccc2C(F)(F)F)CCN(Cc2ccc(COC)o2)CC1	111.8	113.2	0.0	3.4	12.7
9	COc1cccc(-n2c(=S)sc3c(=O)n(-c4ccccc4C)c(SCC(=O)O)nc32)c1	104.5	96.3	0.0	4.6	4.3
10	CCCCOc1ccc(C(=O)NCC(=O)NCC(c2ccco2)N2CCCCC2)cc1 (centres undefined)	90.6	106.0	0.0	4.8	1.3

item	VLA-4 inh	MCL1-BIM inh	Fam108B counter	MEX-5 binding
1	-1.8	-2.1	3.3	-0.3
2	-6.2	-6.8	-11.0	-0.5
3	38.4	28.6	0.9	-0.1
4	3.7	6.6	2.9	-0.6
5	0.0	1.7	-1.9	-0.6
6	-3.2	nt	nt	-1.9
7	5.1	3.6	0.5	-0.6
8	-0.6	2.6	6.1	-0.4
9	-17.3	3.9	3.8	-0.9
10	12.1	0.8	-2.5	0.8

item	SMILES	CIT2-GFP yeast	AGP1 TOR yeast	GRK2 aptamer HTS	GLD-1 TGE inh	Bcl-xL primary
11	COc1ccc(-c2cc3ccccc3n2CC(O)CN2CCOCC2)cc1 (centres undefined)	98.1	101.4	0.0	5.5	6.8
12	CCOc1ccccc1NC=C1C(=O)OC(C)(C)OC1=O	87.6	100.4	0.0	0.1	0.8
13	COCCCN1CC(=O)N2C(c3cccc(OC)c3)c3[nH]c4ccccc4c3C[C@H]2C1=O (some centres undefined)	107.3	101.2	0.0	5.1	7.6
14	O=C(NC1CC1)c1cccc(Nc2ccc(-c3ccc4c(c3)OCCO4)nn2)c1	102.2	99.6	3.0	2.5	12.6
15	O=C(OCc1nnc(-c2ccccc2)o1)c1ccc([N+](=O)[O-])s1	76.0	87.7	4.0	7.0	0.9
16	O=C(c1cccc(F)c1)N1CCC2(CC1)NCCc1[nH]cnc12	96.6	102.1	0.0	-3.3	5.3
17	O=C(NCCCN1CCOCC1)c1ccc(S(=O)(=O)Nc2ccccc2)cc1	91.8	103.6	0.0	-2.4	6.2
18	COc1ccc2c(CC(=O)Nc3ccc(OC)nc3)coc2c1	96.7	93.8	0.0	6.0	1.7
19	CSCCC(NS(=O)(=O)c1ccc(Cl)cc1)C(=O)O (centres undefined)	104.7	104.2	0.0	-5.0	-2.6
20	CCc1ccccc1OCc1nc2ccc(S(=O)(=O)N3CCOCC3)cc2[nH]1	92.5	98.3	2.0	1.2	3.0

item	VLA-4 inh	MCL1-BIM inh	Fam108B counter	MEX-5 binding
11	-8.4	4.0	-2.4	-1.8
12	10.4	0.3	1.2	1.6
13	-2.0	1.3	7.0	0.8
14	-16.9	15.2	7.9	-0.4
15	5.2	1.1	nt	nt
16	0.9	-1.4	0.2	2.0
17	-1.1	1.7	3.8	-4.1
18	12.0	1.6	0.1	2.0
19	6.5	-6.9	-2.2	0.1
20	4.7	9.5	0.3	0.8

item	SMILES	CIT2-GFP yeast	AGP1 TOR yeast	GRK2 aptamer HTS	GLD-1 TGE inh	Bcl-xL primary
21	COc1ccc(NC(=O)Cc2ccccc2F)cc1S(=O)(=O)N1CCCCC1	100.2	104.7	1.0	3.2	-9.8
22	CCCNNC(=O)C(O)(c1cccc(C)c1)c1cccc(C)c1	107.7	105.5	2.0	-1.7	0.6
23	CC(=O)Oc1ccc(NC(=O)Cc2ccccc2)cc1	92.6	97.8	0.0	4.2	-6.5
24	CCOc1cc(-c2nnc(NC(=O)C3=COCCO3)o2)cc(OCC)c1OCC	99.5	100.0	4.0	-0.6	-1.6
25	O=C1CC(N(C(=O)c2ccco2)c2cccc(Cl)c2)C(=O)N1c1cccc(Cl)c1 (centres undefined)	nt	105.2	0.0	1.6	8.4
26	CC1(C)CC(NC(=S)NC2CC2)CC(C)(C)N1	100.9	91.7	69.0*	-0.9	1.8
27	CCc1cccc(NC(=O)C2CCCN(S(=O)(=O)c3cnc[nH]3)C2)c1 (centres undefined)	113.7	108.4	4.0	7.8	-0.2
28	Cc1ccc2[nH]c3c(c2c1)CCNC3=O	110.0	97.9	0.0	4.3	-1.4
29	COc1ccccc1NC(=O)CCC(=O)Nc1nnc(C2CCCCC2)s1	?	25.0[may fluoresce violet]	0.0	-0.7	11.1
30	Cc1ccc(NC(=O)CSCC(=O)O)cc1	88.6	96.4	1.0	-1.0	4.0

item	VLA-4 inh	MCL1-BIM inh	Fam108B counter	MEX-5 binding
21	5.0	-9.8	nt	nt
22	24.4	1.5	0.1	1.9
23	2.3	-15.9	-0.3	1.9
24	7.5	-4.3	1.1	-0.5
25	7.1	21.7	-2.6	-1.6
26	9.4	4.3	-0.3	-0.9
27	7.7	-0.8	3.5	12.0
28	0.6	-3.1	-2.4	0.8
29	11.3	2.6	1.9	-0.5
30	4.6	1.2	0.3	1.2

item	SMILES	CIT2-GFP yeast	AGP1 TOR yeast	GRK2 aptamer HTS	GLD-1 TGE inh	Bcl-xL primary
31	CC(C)c1ccc([N+](=O)[O-])cc1S(=O)(=O)N1CCN(C)CC1	101.7	97.2	2.0	2.1	3.9
32	CCc1ccc(OCC(=O)N/N=C/c2cc([N+](=O)[O-])ccc2N2CCCCCC2)cc1	104.1	106.2	0.0	3.0	9.0
33	COc1ccccc1CNC(=O)N1CCN(S(=O)(=O)c2ccccc2)CC1	100.7	105.9	0.0	-2.1	1.3
34	Cc1ccccc1-c1nc(CS(=O)(=O)CC(=O)NCc2ccc3c(c2)OCO3)c(C)o1	92.3	94.6	83.0*	-6.0	1.4
35	O=C1CCC([N+](=O)[O-])C(c2cccc([N+](=O)[O-])c2)N1 (centres undefined)	98.1	98.6	2.0	1.2	6.2
36	Cc1ncc(CO)c(/C=N/NC(=S)Nc2cccc(Cl)c2)c1O	108.4	108.1	0.0	12.9	7.0
37	CN(Cc1ccco1)C(=O)Cn1cc(S(=O)(=O)N2CCCC2)c(S(=O)(=O)N2CCCC2)c1	99.8	106.0	2.0	-2.6	13.1
38	C[C@@H]1CN([C@@H](C)CO)C(=O)c2cc(N(C)C)ccc2O[C@@H]1CN(C)S(C)(=O)=O	87.1	89.9	0.0	7.1	nt
39	COc1ccc(C(C[N+](=O)[O-])c2c(-c3ccccc3)cc3ccccn23)cc1 (centres undefined)	85.0	99.4	0.0	3.4	3.1
40	CCN1C(=O)CC(n2c(C)nc3ccccc32)C1=O (centres undefined)	92.0	94.3	0.0	-0.3	4.3

item	VLA-4 inh	MCL1-BIM inh	Fam108B counter	MEX-5 binding
31	7.8	3.8	-0.1	-1.2
32	-0.8	13.5	-12.2	1.0
33	19.2	-1.7	1.5	0.5
34	6.7	9.3	-0.6	-2.1
35	32.9	11.3	0.9	1.1
36	6.7	11.9	5.7	-2.3
37	31.2	10.1	-2.5	-2.6
38	1.3	nt	nt	nt
39	19.7	-0.8	7.8	-1.1
40	-1.7	-0.6	-0.6	-2.3

Looked up above.
O=C(NC1CC1)c1cccc(Nc2ccc(-c3ccc4c(c3)OCCO4)nn2)c1 – Fam108B counter: 7.9
O=C1CCC([N+](=O)[O-])C(c2cccc([N+](=O)[O-])c2)N1 (centres undefined) – GRK2 aptamer HTS: 2.0

Full records from above:
Results for Cc1ccccc1-c1nc(CS(=O)(=O)CC(=O)NCc2ccc3c(c2)OCO3)c(C)o1 : CIT2-GFP yeast = 92.3; AGP1 TOR yeast = 94.6; GRK2 aptamer HTS = 83.0*; GLD-1 TGE inh = -6.0; Bcl-xL primary = 1.4; VLA-4 inh = 6.7; MCL1-BIM inh = 9.3; Fam108B counter = -0.6; MEX-5 binding = -2.1
Results for O=C1CCC([N+](=O)[O-])C(c2cccc([N+](=O)[O-])c2)N1 (centres undefined) : CIT2-GFP yeast = 98.1; AGP1 TOR yeast = 98.6; GRK2 aptamer HTS = 2.0; GLD-1 TGE inh = 1.2; Bcl-xL primary = 6.2; VLA-4 inh = 32.9; MCL1-BIM inh = 11.3; Fam108B counter = 0.9; MEX-5 binding = 1.1

The list continues:
item	SMILES	CIT2-GFP yeast	AGP1 TOR yeast	GRK2 aptamer HTS	GLD-1 TGE inh	Bcl-xL primary
41	CCc1cc2c(=O)n(CC(C)C)cnc2s1	97.6	93.5	0.0	-5.7	7.1
42	COc1ccc(CC(=O)N/N=C(\C)CC(=O)Nc2ccc3c(c2)OCCO3)cc1OC	95.8	90.2	0.0	5.9	1.9
43	COc1cc(NC(=O)CSc2nc(C3CC3)nc3ccccc23)cc(OC)c1	96.4	103.7	0.0	10.3	-12.2
44	O=C(CSc1nnc2scc(-c3ccccc3)n12)Nc1nsc(-c2ccccc2)n1	96.0	99.8	0.0	-3.7	-6.2
45	Cc1cc2sc3ccccc3c(=O)c2c(C)c1O	86.3	89.8	3.0	0.0	8.2
46	COc1ccc(CNC(=O)C2CCN(S(=O)(=O)N3CCCC3)CC2)c(OC)c1	102.8	98.3	1.0	-0.4	4.5
47	CCN(CC(O)CON=C1c2ccccc2-c2ccccc21)S(=O)(=O)c1ccc(Cl)cc1 (centres undefined)	96.8	101.8	2.0	5.7	-4.1
48	CCNC(=O)NCc1c(C)c(C)n(Cc2ccccc2)c1-n1cccc1	98.8	93.0	1.0	1.9	2.6
49	O=C(Nc1nsc(-c2ccccc2)n1)c1cccs1	94.2	92.2	0.0	-3.4	5.4
50	C[C@@H]1CC=C[C@H]2[C@H]1C(=O)N(Cc1ccccc1)[C@H]2c1ccc(C(F)(F)F)cc1	97.5	100.8	1.0	4.1	-0.1

item	VLA-4 inh	MCL1-BIM inh	Fam108B counter	MEX-5 binding
41	1.8	4.1	-3.0	-1.3
42	16.7	-0.1	-1.5	-0.2
43	1.6	-22.0	-5.6	0.6
44	-0.5	-13.5	0.5	-1.2
45	-5.7	9.9	5.4	-4.0
46	12.7	1.3	0.3	-0.2
47	10.1	-12.0	-25.0	1.7
48	-1.3	-2.7	-0.3	1.9
49	14.2	1.3	-6.3	0.5
50	27.5	-0.5	-1.0	-2.5

Bioassay records from PubChem BioAssay.

Rows are unselected; about 2.2% have a hit in one of these screens.
